# Screening results (PubChem)
# Yfh1-depleted yeast: mitochondrial function rescue without frataxin homolog – Friedreich's ataxia, plus single-dose screen, dose response (AID 1465). S. cerevisiae Yfh1-off respiration, WST-1 reduction, 72 h; higher fold induction means a stronger effect. fold induction at 50 µM, or EC50 in µM where a hit was titrated. 220,000 tested, 0.074% active;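 active = fold induction of absorbance versus untreated yeast above a set limit, then at least 30% activation at any dose in follow-up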;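 note: activators that raise dye reduction in frataxin-depleted yeast; strong numbers were not always called active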
# bCat nuc transl: modulators of beta-catenin nuclear translocation; HeLa beta-catenin nuclear translocation, immunofluorescence imaging; 190,000 tested, 0.3% active; nuclear translocation activity, % at 5 µM;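 active = nuclear translocation activity above 50% at 5 µM, with a well cell count of 50 or more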;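 note: per-cell ratio of nuclear to cytoplasmic median beta-catenin stain intensity; plate controls were DMSO negative control for no effect and GSK-3 inhibitor IX positive control for full effect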
#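 Technique: fluorescence imaging of beta-catenin antibody stain plus DAPI / Material: human HeLa cell line / Incubation: compound treatment 24 h, 37°C, 5% CO2 / Read-out basis: % activation of per-cell nuclear versus cytoplasmic median beta-catenin signal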
# Autophagy HCS: modulators of autophagy; 190,000 tested, 0.98% active; MEF GFP-LC3 puncta imaging; test concentration mostly 10 µM; calls only at 10 µM (by protocol);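 active = percentage of spot-positive cells more than 3 SD above its plate mean, without a fluorescence outlier flag or 80% toxicity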;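 note: spot-positive cell cutoff set from DMSO-treated cells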
# Insulin prom up: MIN6 insulin promoter up-regulation; MIN6 insulin promoter-GFP reporter, high-content imaging; active compounds read high; z-score at 5 µM; 190,000 tested, 0.3% active; AID 1625;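 active = z-score above 3 at 5 µM with at least 500 cells counted in the well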
# MT stabilize HCS: microtubule stabilizers in HeLa cells; HeLa tubulin immunostaining HCS, 24 h; share of cells brighter than vehicle mean+2SD; % tubulin-high responders, % at 10 µM; 200,000 tested, 0.83% active; AID 2205;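 active = plate Z-score above 3 for both tubulin-high and condensed-nucleus cell shares, with cell loss under 80%, at 10 µM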;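 note: anti alpha tubulin signal scored within the nucleus-defined area of each cell; some results filed as inactive read as strong as hits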
# NOD2 inhibition: NOD2 signaling inhibitors, cell-based, luminescence, uHTS, HEK293 (AID 1566); HEK293 NOD2/NF-kB luciferase reporter, luminescence; higher % means a stronger effect; inhibition, % at 4 µM; hits with a dose series show EC50 in µM; 290,000 tested, 0.63% active; in the data active = inhibition above about 50%; note: many of its hits are not listed in these tables
# M17LAP inhibition: P. falciparum M17LAP inhibitors, primary screen, biochemical, fluorogenic H-Leu-NHMec substrate, 1536-well (AID 1619) | recombinant M17LAP, H-Leu-NHMec fluorogenic kinetic assay; higher % means a stronger effect | 220,000 tested, 0.38% active | one-dose inhibition, % at 30 µM; IC50 in µM for titrated hits;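 active = compound inhibiting the enzyme by more than half at any dose during confirmatory dose-response retesting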;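 note: plate controls were full reaction with DMSO carrier for no effect and no enzyme background for full effect; strong numbers were not always called active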
# NOD1 inhibition: NOD1 signaling inhibitors, primary screen, cell-based, luminescence, uHTS (AID 1578) | NOD1-driven NF-kB luciferase reporter cells, luminescence; higher % means a stronger effect | inhibition, % at 4 µM, or EC50 in µM where a hit was titrated | 290,000 tested, 1% active; in the data active = inhibition mostly above about 36%, no sharp cut-off; inactive = mostly below about 34%;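 note: HEK-293T reporter cells stimulated with the NOD1 agonist gamma-tri-DAP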
# Dynein transport: dynein cargo transport inhibition; z-score, hits read low; AID 1381; 3617.4 mouse cells, GR-EGFP nuclear translocation imaging; test concentration mostly 20 µM; stimulated with dexamethasone, 1 µM; active compounds read low; 220,000 tested, 0.47% active;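 active = plate z-score of nuclear minus cytoplasmic receptor signal below a set negative limit, without overly bright fluorescence or cell loss, cut at about -3.5 in these data, passing the limit was not always enough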;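 note: z-score of nuclear minus cytoplasmic ring GR-EGFP intensity difference per well; some compounds called inactive have numbers as strong as hits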
#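 Buffer or medium: tet-free, stripped-serum medium; reagent: dexamethasone at 1.0 µM final, 30 min; incubation: 48 h induction, 1 h compound, 30 min dex at 37 °C; measured by: formaldehyde fixation, Hoechst nuclear stain, 10x automated fluorescence imaging; read-out: nuclear-to-cytoplasmic GR-EGFP distribution per well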
# Dynein transport cytoplasmic EGFP: second read-out of Dynein transport, no call of its own (marks repeat the call); z-score; measured here: cytoplasmic GR-EGFP intensity; active compounds read high
# Dynein transport nuclear GR-EGFP: also measured in Dynein transport; calls as there; z-score; measured here: nuclear GR-EGFP intensity;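 lower value marks the stronger effect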
# Dynein transport cell count: also measured in Dynein transport; calls as there; z-score; measured here: cell count per field
# Insulin prom up cell count: recorded beside Insulin prom up, whose call it bears; cell count; measured here: cytotoxicity, nuclei count;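 total cells summed across four imaged fields per well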
# bCat nuc transl cell count 5 µM: second read-out of bCat nuc transl, no call of its own (marks repeat the call); cell count; measured here: cell count, cytotoxicity flag
# MT stabilize HCS Hoechst-high %: recorded beside MT stabilize HCS, whose call it bears; % Hoechst-high responders; measured here: nuclear condensation Hoechst responders;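 share of cells brighter than vehicle mean plus two SD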
# MT stabilize HCS cytotoxicity %: also measured in MT stabilize HCS; calls as there; toxicity, %; measured here: cytotoxicity by cell density;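 0% = mean cell density of plate MIN control wells and 100% = no cells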
# Autophagy HCS cell loss 18 h: also measured in Autophagy HCS; calls as there; toxicity, %; measured here: cell loss, nuclei count;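 cell loss after 18 h compound exposure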
# Numbers without * were called inactive; i = inactive; / = no result given.
SMILES,Yfh1-depleted yeast,bCat nuc transl,bCat nuc transl cell count 5 µM,Autophagy HCS,Autophagy HCS cell loss 18 h,Insulin prom up,Insulin prom up cell count,MT stabilize HCS,MT stabilize HCS Hoechst-high %,MT stabilize HCS cytotoxicity %,NOD2 inhibition,M17LAP inhibition,NOD1 inhibition,Dynein transport,Dynein transport cytoplasmic EGFP,Dynein transport nuclear GR-EGFP,Dynein transport cell count
OCCNCCOc1ccccc1F,i,-1.9,1028,i,-4,-0.69,1931,3.4,1.6,3.1,-1%,13%,-18%,0.27,-0.22,-0.19,0.45
CCOC(=O)CS(=O)(=O)CC(=O)Nc1ccc([N+](=O)[O-])cc1OC,i,-3.2,1080,i,-4,/,/,4.7,3.0,6.8,2%,19%,-23%,1.3,-0.065,0.73,-2
CC(=O)N1CCC(N(CCN2CCOCC2)C(=S)Nc2c(C)cccc2C)CC1,i,0.5,1031,i,-3,-0.89,1363,2.0,1.8,5.8,8%,-14%,-8%,-0.23,-0.22,-0.027,0.32
COc1ccc(Oc2coc3cc(OCC(=O)N4CCCCC4)ccc3c2=O)cc1,i,1.1,483,i,-2,-0.57,1317,3.2,3.2,7.7,10%,-15%,2%,-0.29,-0.33,-0.61,0.34
Cc1sc(NC(=O)c2ccc(F)cc2)c(CN2CCCCCC2)c1C,i,-1.1,585,i,-13,0.02,1133,3.5,2.7,6.4,19%,-13%,-2%,1.1,-0.066,0.27,-1.2
Cc1ccc2[nH]c3c(c2c1)CN(C(=O)CN1CCSCC1)CC3,i,-0.6,1187,i,-1,-0.18,943,1.9,2.3,6.1,4%,20%,-1%,-0.91,-0.15,-0.47,0.63
Nc1nonc1-c1nc2ccccc2n1CCC(=O)O,i,-2.0,899,i,1,0.01,1533,5.7,2.7,6.9,-5%,14%,-8%,-0.5,-0.2,-0.12,0.87
CC1(C)CC(=O)C2=C(C1)NC(=O)CC2c1ccc(N(CCC#N)CCC#N)cc1 (stereo not given),i,-0.5,1095,i,4,0.26,1257,3.0,2.4,7.1,-2%,-3%,-21%,-0.57,-0.13,-0.029,-0.3
CC(C)(C)c1ccc(S(=O)(=O)N2CCCC2C(=O)N2CCOCC2)cc1 (stereo not given),i,-0.1,1512,i,-14,-0.05,1583,2.0,1.6,6.0,17%,4%,-11%,-0.19,-0.28,0.033,0.53
CC(C)C(OC(=O)c1cc2c(s1)CCCCC2)C(=O)NC(N)=O (stereo not given),/,-1.2,1061,i,3,0,1515,3.3,2.3,5.5,9%,2%,-12%,-0.32,-0.22,-0.36,0.037
Cc1scc(C(=O)NNC(=S)NCC2CCCO2)c1-c1ccccc1 (stereo not given),i,/,/,i,-1,-0.19,1150,1.5,2.9,4.4,14%,-17%,-23%,-0.13,-0.33,-0.45,0.69
CC1CCC(NC(=O)C2c3ccccc3C(=O)N2Cc2cccs2)CC1 (stereo not given),i,-1.2,904,i,8,/,/,6.5,1.6,2.8,1%,0%,-7%,0.5,-0.19,0.2,-0.66
S=C(NCCc1ccccc1)N/N=C/c1cccc(Cl)c1Cl,i,-0.2,1094,i,0,1.2,1558,2.9,1.5,9.8,-9%,3%,3%,-0.7,-0.29,-0.39,0.74
O=c1oc2ccccc2nc1/C=C(\O)c1ccccc1,i,6.2,1181,/,/,-0.11,1037,/,/,/,8%,7%,-11%,-0.46,-0.21,0.11,0.83
CC(C)CNC(=O)C(=O)NNC(=O)c1ccco1,i,1.6,1027,i,0,0.2,1482,1.6,1.9,6.2,16%,-16%,-30%,-0.8,-0.33,-0.38,1.3
CCOc1ccc(NS(=O)(=O)c2ccc(NS(=O)(=O)c3ccc(SC)cc3)cc2)cc1,i,-0.6,1239,i,2,-0.04,995,2.7,2.2,4.2,-60%,-4%,1%,0.38,-0.25,0.16,0.035
COc1ccc(S(=O)(=O)CCC(=O)Nc2cc(C)ccc2OC)cc1,i,-0.2,1118,i,1,-0.13,1078,4.3,1.7,6.9,11%,-2%,-8%,-0.97,-0.3,-0.6,0.79
CN1CCN(c2cc(-c3ccccc3)nc3cc(-c4ccc(F)cc4)nn23)CC1,i,-2.8,1110,i,34,-0.01,841,2.9,1.8,7.6,6%,-7%,-2%,-1.1,1.4,0.4,-4.6
COc1ccc(NC(=O)c2c3c(nc4ccccc24)CCN(Cc2ccccc2)C3)c(OC)c1,i,-0.8,1078,i,-6,-0.59,1170,2.4,3.2,10,13%,5%,-32%,-0.97,-0.12,-0.86,1.1
Cn1nc([N+](=O)[O-])nc1Oc1ccccc1,i,-0.1,1090,i,2,0.12,735,2.1,1.1,4.0,4%,5%,7%,-0.5,0.4,0.0079,0.37
CS(=O)(=O)c1cccc(NC(=O)C2CC2)c1,i,-1.8,1158,i,11,-1.2,1587,5.7,1.1,6.9,10%,-1%,-19%,0.0029,-0.19,0.55,0.75
CC(=O)Nc1nonc1NC(=O)CSc1ncn[nH]1,i,-1.1,1400,i,-4,1.1,1517,4.6,2.8,14,-182%,-37%,-15%,-0.6,-0.21,-0.17,0.51
COCCNC(=O)/C(C#N)=C/c1c(N2CC(C)OC(C)C2)nc2ccccn2c1=O (stereo not given),i,-2.5,561,i,8,-0.09,1325,6.1,2.0,3.6,16%,-67%,-8%,-0.3,-0.31,-0.39,0.42
CCP(=O)(c1cccc([N+](=O)[O-])c1)c1cccc([N+](=O)[O-])c1,i,-1.3,1315,/,/,0.2,1119,/,/,/,-9%,8%,-6%,0.18,-0.2,0.032,0.83
CC(C)CCNC(=O)CNC(=S)N(Cc1ccccc1)Cc1cccnc1,i,-3.1,1113,i,8,/,/,1.8,2.0,6.8,-19%,10%,-16%,-0.043,-0.27,-0.047,0.65
CC(NC(=O)c1ccc(CS(=O)(=O)c2ccc(Cl)cc2)o1)c1ccc2c(c1)OCCO2 (stereo not given),i,/,/,i,1,0.56,773,1.5,1.2,2.7,10%,2%,9%,0.072,-0.15,0.41,0.64
O=C1/C(=C/c2cccs2)SC(=S)N1c1cccc(O)c1,i,0.2,1331,/,/,-1.5,1405,/,/,/,-14%,-2%,-9%,-0.4,-0.25,-0.4,0.22
O=C(CCc1ccccc1)NNC(=O)c1ccccc1F,i,-1.3,1001,i,-29,/,/,3.8,1.4,7.1,8%,6%,-30%,-0.54,-0.29,-0.081,0.35
CC(=O)c1cc(CN2CCN(CCc3ccccc3)C(CCO)C2)cs1 (stereo not given),i,-1.1,987,i,19,-0.07,1446,1.2,1.5,4.8,-12%,-7%,-33%,0.27,-0.38,0.0088,0.75
COCCNC(=O)C(c1ccc(C)o1)N(CCOC)C(=O)Cn1nnc2ccccc21 (stereo not given),i,0.2,1025,i,4,0.19,1429,1.2,2.1,1.6,5%,-15%,-29%,1.1,-0.26,0.51,-0.51
Cc1ccc(C)c(C(=O)N(C)CC(=O)Nc2ccccc2C(F)(F)F)c1,i,-0.8,1110,i,7,/,/,2.2,1.6,1.8,-2%,4%,35%,1.5,-0.059,0.79,-1.6
CCC(=O)OCCn1c(=O)c2ccccc2c2ccccc2c1=O,i,-0.7,1058,i,9,1.1,1221,3.0,1.7,6.2,10%,2%,-32%,0.072,-0.25,-0.019,0.25

# 4 of the entries above in order of their number in Dynein transport, high to low:
SMILES	Dynein transport
Cc1ccc(C)c(C(=O)N(C)CC(=O)Nc2ccccc2C(F)(F)F)c1	1.5
COCCNC(=O)C(c1ccc(C)o1)N(CCOC)C(=O)Cn1nnc2ccccc21 (stereo not given)	1.1
CCC(=O)OCCn1c(=O)c2ccccc2c2ccccc2c1=O	0.072
O=C(CCc1ccccc1)NNC(=O)c1ccccc1F	-0.54

# Pulled one by one from the list above, 2 records:
SMILES,Yfh1-depleted yeast,bCat nuc transl,bCat nuc transl cell count 5 µM,Autophagy HCS,Autophagy HCS cell loss 18 h,Insulin prom up,Insulin prom up cell count,MT stabilize HCS,MT stabilize HCS Hoechst-high %,MT stabilize HCS cytotoxicity %,NOD2 inhibition,M17LAP inhibition,NOD1 inhibition,Dynein transport,Dynein transport cytoplasmic EGFP,Dynein transport nuclear GR-EGFP,Dynein transport cell count
Cc1ccc(C)c(C(=O)N(C)CC(=O)Nc2ccccc2C(F)(F)F)c1,i,-0.8,1110,i,7,/,/,2.2,1.6,1.8,-2%,4%,35%,1.5,-0.059,0.79,-1.6
O=C(CCc1ccccc1)NNC(=O)c1ccccc1F,i,-1.3,1001,i,-29,/,/,3.8,1.4,7.1,8%,6%,-30%,-0.54,-0.29,-0.081,0.35

# Not all compounds are listed. The share of hits here may be higher or lower than overall.
